PTAP TSG101 blk: blocks PTAP/TSG101 interaction to inhibit HIV-1 budding | Q99816 | Fluorescence polarization, FITC-PTAP peptide / Tsg101 binding | Potency, µM (titrated, usually from 115 µM), for inactives: at the highest dose activity change, negative = inhibition, most hits filed as inhibitors | 340,000 tested, under 10 active; active means well fitted inhibition curve with a large enough effect in the main read-out, with a control signal flat, not every such curve was filed as active; inconclusive means small, poorly fitted or top-dose-only effect, or effect the other way, or a change in a side signal; inactive means no such curve, though single readings can be large or run the other way; further: potency means the concentration at half of the fitted maximal effect; % of control where 0% means no effect
Target sequence (Q99816 whole entry, looked up): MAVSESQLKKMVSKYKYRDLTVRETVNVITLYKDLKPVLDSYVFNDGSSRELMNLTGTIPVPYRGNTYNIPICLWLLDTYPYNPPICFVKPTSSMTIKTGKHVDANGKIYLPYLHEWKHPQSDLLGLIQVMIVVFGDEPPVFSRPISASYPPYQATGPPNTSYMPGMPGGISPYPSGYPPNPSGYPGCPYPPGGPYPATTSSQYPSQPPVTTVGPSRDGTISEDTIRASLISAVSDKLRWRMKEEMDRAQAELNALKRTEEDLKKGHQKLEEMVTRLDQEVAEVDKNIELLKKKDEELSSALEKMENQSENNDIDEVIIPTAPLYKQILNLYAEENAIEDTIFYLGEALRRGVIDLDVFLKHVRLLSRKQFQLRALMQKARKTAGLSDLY
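Steps: Tsg101 binding domain dispensed (10 uM final), compounds pinned in DMSO, FITC-labeled PTAP-motif peptide added (50 nM final); after 20 min binding at room temperature, polarization measured.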
ELG1 DNA repair: inhibitors of ELG1-dependent DNA repair in HEK293T cells; Potency, µM (series often up to 46.1 µM), without a hit: top-dose activity change, negative = inhibition, hits mostly inhibitors; HEK293T ELG1-luciferase reporter, luminescence, 16 h; DNA damage induced by 5-fluorouridine; 2.3% of 330,000 active; further: potency means the concentration at half of the fitted maximal effect; on the % scale 0 is the no-effect control and ±100 the full control effect; nearly all actives have a fitted effect of over 55% in size
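Reporter activity after DNA damage by 5-fluorouridine is monitored. Compound-treated cells incubate 16 hr at 37 °C, then ONE-Glo is added for 30 min before luminescence reading.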
Eya2 inh: blocks the phosphatase activity of human Eya2; O00167; recombinant Eya2, OMFP fluorescence dephosphorylation (OMFP is methylfluorescein phosphate); Potency, µM (highest dose often 76.9 µM), without a hit: at the top dose activity, negative = inhibition, hits mostly inhibitors; 0.006% of 330,000 active; AID 488837; further: potency means the concentration at half of the fitted maximal effect; on the % scale 0 is the no-effect control and ±100 the full control effect
Target sequence (O00167 whole entry, looked up): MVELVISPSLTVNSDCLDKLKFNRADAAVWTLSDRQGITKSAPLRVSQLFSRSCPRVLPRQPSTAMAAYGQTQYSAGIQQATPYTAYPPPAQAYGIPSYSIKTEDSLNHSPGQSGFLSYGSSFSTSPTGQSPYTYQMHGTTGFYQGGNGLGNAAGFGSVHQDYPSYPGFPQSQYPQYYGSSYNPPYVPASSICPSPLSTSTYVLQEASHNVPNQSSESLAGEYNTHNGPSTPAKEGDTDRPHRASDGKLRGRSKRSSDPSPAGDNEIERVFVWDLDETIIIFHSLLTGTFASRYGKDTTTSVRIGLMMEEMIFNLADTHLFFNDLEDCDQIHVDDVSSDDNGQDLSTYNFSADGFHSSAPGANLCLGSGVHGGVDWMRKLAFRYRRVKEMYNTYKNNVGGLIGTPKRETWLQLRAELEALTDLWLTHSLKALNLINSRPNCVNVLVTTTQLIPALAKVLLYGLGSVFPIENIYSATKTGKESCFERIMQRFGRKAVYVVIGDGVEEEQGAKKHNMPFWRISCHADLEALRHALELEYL
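Eya2 protein (added as 0.2 uM solution) was preincubated with compound for 10 min at ambient temperature in 50 mM HEPES pH 7.5, 50 mM NaCl, 5 uM MgCl2, 0.05% BSA, 1 mM DTT. OMFP (added at 50 uM) then reacted 10 min; fluorescence read at 485/525 nm.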
TCR activator: activators of T cell receptors; primary human leukocytes, anti-CD3, IL-2 HTRF, 48 h; Potency, µM (titrated, usually from 9.22 µM), without a hit: top-dose activation of IL-2 secretion, actives largely listed as activators; 330,000 tested, under 10 active; AID 504894; further: % of control where 0% means no effect
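1) Mix primary human leukocytes, a-CD3 beads and compound. 2) Incubate 48 hr. 3) Add HTRF IL-2 reagents (a-IL-2-K, a-IL-2-d2).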
uPA surface inh: inhibitors of cell surface uPA generation. 0.31% of 330,000 active. AID 540303. cell surface uPA generation assay, qHTS. Potency, µM (titrated, usually from 38.3 µM), for inactives: at the highest dose activity change, negative = inhibition, usual class: inhibitors; active means well fitted inhibition curve with a large enough effect; inconclusive means small, poorly fitted or top-dose-only effect; inactive means no such curve, though single readings can be large or run the other way; tested in mouse RAW 264.7 cells; further: potency means the concentration at half of the fitted maximal effect; on the % scale 0 is the no-effect control and ±100 the full control effect; nearly all actives have a fitted effect of over 55% in size
USP2a inh: USP2a (human) protease inhibition | USP2 core, Ub-CHOP2 coupled fluorogenic reporter, 485/531 | AID 463254 | Potency, µM (highest dose often 38.3 µM), inactives show top-dose activity change, negative = inhibition, usual class: inhibitors | 0.01% of 330,000 active | O75604;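 further: potency means the concentration at half of the fitted maximal effect; plate controls were DMSO wells for no effect and full inhibition by NEM control for full effect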
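Cell-free coupled assay: 10nM USP2 core preincubated 30min RT with compound in Tris-HCl pH 8.0/CaCl2/CHAPS buffer, then 25nM Ub-CHOP2 and 25nM reporter substrate; fluorescence (Ex 485/Em 531) read after 60min RT, normalized to NEM inhibition, concentration-response curves fitted.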
Chronic BCR inh: chronic active BCR signaling inhibition | ABC-DLBCL IkBa-CBG/CBR reporter, luminescence ratio, 4 h | Potency, µM (titrated, usually from 46.1 µM), inactives show at the top dose ratio change, negative = lower green/red ratio, usual class: inhibitors | 0.05% of 340,000 active | AID 493014; active means well fitted inhibition curve with a large enough effect in the signal ratio, with a control signal flat, not every such curve was filed as active; inconclusive means small, poorly fitted or top-dose-only effect, or effect the other way, or a change in a side signal; the % refers to the signal ratio;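 further: potency means the concentration at half of the fitted maximal effect; plate controls were basal doxycycline-induced cells for no effect and cells given 10 µM MG132 for full effect; MG132 reads +100%, hits lower the ratio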
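TMD8 ABC-DLBCL cells carrying doxycycline-inducible green luciferase fused to IkappaBalpha plus unfused red luciferase were exposed to compounds (up to 46 uM) for 4 hrs at 37C. Activity came from the overlap-corrected green/red luminescence ratio.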
Tb PFK inh: T. brucei PFK enzyme inhibition; O15648; T. brucei PFK, ADP-Glo luminescence; Potency, µM (titrated, usually from 57.5 µM), for the others: top-dose activity, negative = inhibition, usual class: inhibitors; 0.17% of 330,000 active; AID 485367;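 further: potency means the concentration at half of the fitted maximal effect; 0% = uninhibited 1x PFK enzyme wells and -100% = no-enzyme wells; nearly all actives have a fitted effect of over 60% in size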
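Compounds were pin-transferred as a titration series up to 57 uM into substrate buffer (0.5 mM F6P, 0.1 mM ATP, pH 8.0), then 1.25 nM PFK was added and reactions ran 45 min before ADP-Glo detection.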
TSHR antag: blocks TSH signaling through the human TSH receptor; 0.2% of 330,000 active; activity change, negative = inhibition, % at 11.5 µM; P16473; TSHR-expressing cells, TSH-stimulated cAMP HTRF, 2 h; stronger effect = lower value;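 active means activity change below a set negative limit, meaning inhibition stronger than a set level, cut at about -70% in these data; inconclusive means activity change between two set negative limits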; further: on the % scale 0 is the no-effect control and ±100 the full control effect
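TSHR-expressing cells were treated with compounds, then stimulated with TSH at EC80 (4nM final) for 2 hours at 37 deg C. Cellular cAMP was measured by HTRF competition between lysate cAMP and cAMP-d2 for a cryptate-labelled anti-cAMP antibody.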
B2AR arrestin: recruits beta-arrestin to the human beta2-adrenergic receptor. P07550. beta-arrestin recruitment to beta2AR, cell-based reporter. Potency, µM (doses to about 46.1 µM), for inactives: at the highest dose activation, actives largely listed as activators. 0.02% of 330,000 active;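 further: potency means the concentration at half of the fitted maximal effect; 0% = DMSO controls and full agonism = EC100 isoproterenol or metaproterenol; nearly all actives have a fitted effect of over 65% in size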
Mito fusion yeast: mitochondrial division inhibition or fusion activation | 0.23% of 320,000 active | S. cerevisiae fusion-defective mutant growth rescue, CellTiterGlo 48 h | Potency, µM (highest dose often 46.1 µM), for the others: at the highest dose growth rescue (activation), most hits filed as activators | AID 485298;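 further: potency means the concentration at half of the fitted maximal effect; % of control where 0% means no effect; nearly all actives have a fitted effect of over 45% in size; temperature-sensitive fusion mutants such as fzo1-1 at 37 °C on non-fermentable ethanol glycerol medium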
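Temperature-sensitive fusion-defective S. cerevisiae (e.g. fzo1-1, mgm1-5) were grown with compound in YPEG medium (3% ethanol, 3% glycerol) for 48 hours at 37C. Growth rescue was measured as viability by CellTiterGlo luminescence after 10 minutes at ambient.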
* = called active by the depositor; [ ] = another dose, or the depositor's remark. Unless noted, the call rests on the fitted dose curve; in most records, active means well fitted curve in the direction sought with a large enough effect; inconclusive means small, poorly fitted or top-dose-only effect, or another doubt; inactive means no such curve, though single readings can be large; an effect the other way counts as inactive or inconclusive.

How did CCOC(=O)Nc1ccc(Cc2ccncc2)cc1 do in these assays?
PTAP TSG101 blk: -1%; ELG1 DNA repair: 8%; Eya2 inh: -19%; TCR activator: 6%; uPA surface inh: -6%; USP2a inh: -2%; Chronic BCR inh: -12%; Tb PFK inh: -2%; TSHR antag: -4; B2AR arrestin: -0.3%; Mito fusion yeast: 7%

How did NC(=O)c1cnn(C2CCS(=O)(=O)C2)c1 (configuration not stated) do in these assays?
PTAP TSG101 blk: 2%; ELG1 DNA repair: -2%; Eya2 inh: 5%; TCR activator: 0%; uPA surface inh: -6%; USP2a inh: 0%; Chronic BCR inh: -13%; Tb PFK inh: 0%; TSHR antag: 6; B2AR arrestin: -0.3%; Mito fusion yeast: 3%

What do the screens show for `CCOc1ccc(NC(=O)c2cc3c(C)nc4ccccc4c3o2)cc1`?
PTAP TSG101 blk: 1%; ELG1 DNA repair: 8.2µM*; Eya2 inh: 15%; TCR activator: -16%; uPA surface inh: 12%; USP2a inh: 1%; Chronic BCR inh: 2%; Tb PFK inh: -10%; TSHR antag: -1; B2AR arrestin: -0.3%; Mito fusion yeast: 8%

What do the screens show for `COCCCN1C(=O)c2ccc(C(=O)OCC(=O)NCc3ccccc3OC)cc2C1=O`?
PTAP TSG101 blk: -1%; ELG1 DNA repair: inconclusive; Eya2 inh: -7%; uPA surface inh: 4%; USP2a inh: 2%; Chronic BCR inh: 0%; Tb PFK inh: -2%; TSHR antag: 3; B2AR arrestin: -0.5%; Mito fusion yeast: 0%

Results for CC1CN(CCCSc2ccc(Cl)cc2)CC(C)O1 (configuration not stated) ?
PTAP TSG101 blk: -2%; ELG1 DNA repair: inconclusive; Eya2 inh: -2%; TCR activator: -24%; uPA surface inh: 5%; USP2a inh: 0%; Chronic BCR inh: 4%; Tb PFK inh: -11%; TSHR antag: 7; B2AR arrestin: -0.1%; Mito fusion yeast: inconclusive

Results for Cn1ccnc1C1CCCCN1C(=O)c1cc(COc2ccc(F)cc2Cl)on1 (configuration not stated) ?
PTAP TSG101 blk: 0%; ELG1 DNA repair: -11%; Eya2 inh: 0%; TCR activator: -1%; uPA surface inh: 4%; USP2a inh: -2%; Chronic BCR inh: -1%; Tb PFK inh: -1%; TSHR antag: 3; B2AR arrestin: -0.3%; Mito fusion yeast: 2%

How did CCc1ccccc1N(CC(=O)N/N=C/c1ccc(OC(=O)OC)c(OC)c1)S(C)(=O)=O do in these assays?
PTAP TSG101 blk: -6%; ELG1 DNA repair: -19%; Eya2 inh: -8%; TCR activator: 2%; uPA surface inh: -9%; USP2a inh: 1%; Chronic BCR inh: -16%; Tb PFK inh: 0%; TSHR antag: 4; B2AR arrestin: 0.0%; Mito fusion yeast: -3%

Results for Cc1ccccc1NC(=S)NCC(c1cccnc1)N(C)C (configuration not stated) ?
PTAP TSG101 blk: 2%; ELG1 DNA repair: 26%; Eya2 inh: 10%; TCR activator: -1%[46.1 µM]; uPA surface inh: -3%; USP2a inh: 4%; Chronic BCR inh: -1%; Tb PFK inh: -2%; TSHR antag: 22; B2AR arrestin: -0.8%; Mito fusion yeast: 0%

Results for COc1cc(C(=O)OCCCN2CCCN(CCCOC(=O)c3cc(OC)c(OC)c(OC)c3)CC2)cc(OC)c1OC ?
PTAP TSG101 blk: -2%; Eya2 inh: -8%; TCR activator: 53%; uPA surface inh: -18%; TSHR antag: -18; Mito fusion yeast: inconclusive

Results for COc1cc(OC)c(C(=O)OCC(=O)Nc2c(C)n(C)n(-c3ccccc3)c2=O)cc1OC ?
PTAP TSG101 blk: -2%; ELG1 DNA repair: 3%; Eya2 inh: 16%; TCR activator: 6%; uPA surface inh: 0%; USP2a inh: 0%; Chronic BCR inh: -1%; Tb PFK inh: 2%; TSHR antag: 40; B2AR arrestin: 0.5%; Mito fusion yeast: -1%

What do the screens show for `Cc1nc(NCCc2ccc(S(N)(=O)=O)cc2)c2c3c(sc2n1)CCC3`?
PTAP TSG101 blk: -3%; ELG1 DNA repair: inconclusive; Eya2 inh: 0%; TCR activator: -7%; USP2a inh: 1%; Chronic BCR inh: 6%; Tb PFK inh: -3%; TSHR antag: -14; B2AR arrestin: 0.0%; Mito fusion yeast: 1%

Results for O=C(O)CCc1nn2c3ccccc3n(Cc3ccccc3F)c2nc1=O ?
PTAP TSG101 blk: -6%; ELG1 DNA repair: 8%; Eya2 inh: -5%; TCR activator: -3%; uPA surface inh: -3%; USP2a inh: 1%; Chronic BCR inh: 0%; Tb PFK inh: -2%; TSHR antag: 5; B2AR arrestin: -0.1%; Mito fusion yeast: -3%

Results for O=C(Cc1ccccc1)c1c[nH]c(C(=O)O)c1 ?
PTAP TSG101 blk: -2%; ELG1 DNA repair: -3%; Eya2 inh: -6%; TCR activator: 6%; uPA surface inh: 1%; USP2a inh: -2%; Chronic BCR inh: inconclusive; Tb PFK inh: 1%; TSHR antag: -5; B2AR arrestin: 0.0%; Mito fusion yeast: 2%

What do the screens show for `O=[N+]([O-])/C(=C\Nc1ccccc1)S(=O)(=O)c1ccccc1`?
PTAP TSG101 blk: -3%; ELG1 DNA repair: 1%; Eya2 inh: -5%; TCR activator: 3%; uPA surface inh: 4%; USP2a inh: -1%; Chronic BCR inh: -3%; Tb PFK inh: 6%; TSHR antag: -2; B2AR arrestin: 0.2%; Mito fusion yeast: -4%

Results for O=C(O)CCCCCN=C1CCc2ccccc2N1 ?
PTAP TSG101 blk: -9%; ELG1 DNA repair: 0%; Eya2 inh: 1%; TCR activator: 4%; uPA surface inh: 12%; USP2a inh: 4%; Chronic BCR inh: inconclusive; Tb PFK inh: 5%; TSHR antag: 8; B2AR arrestin: -0.2%; Mito fusion yeast: -2%

Results for Cc1ccc(NC(=S)N(CCN(C)C)C(C)c2cccnc2)cc1 (configuration not stated) ?
PTAP TSG101 blk: 0%; ELG1 DNA repair: -7%; Eya2 inh: 11%; TCR activator: 4%; uPA surface inh: 0%; USP2a inh: 2%; Chronic BCR inh: 13%; Tb PFK inh: 2%; TSHR antag: 7; B2AR arrestin: 0.1%; Mito fusion yeast: -6%

Results for CC12CCC(=O)N1C(C(=O)NNC(=O)c1ccc(Cl)cc1)CS2 (configuration not stated) ?
PTAP TSG101 blk: -2%; ELG1 DNA repair: -2%; Eya2 inh: 17%; TCR activator: -33%; uPA surface inh: 2%; USP2a inh: 2%; Chronic BCR inh: 0%; Tb PFK inh: 14%; TSHR antag: 42; B2AR arrestin: -1.1%; Mito fusion yeast: 1%

Results for O=C(NC1CCS(=O)(=O)C1)c1cccc(S(=O)(=O)N2CCOCC2)c1 (configuration not stated) ?
PTAP TSG101 blk: -8%; ELG1 DNA repair: 6%; Eya2 inh: -24%; TCR activator: 0%; uPA surface inh: 8%; USP2a inh: 1%; Chronic BCR inh: -2%; Tb PFK inh: 0%; TSHR antag: 6; B2AR arrestin: -0.5%; Mito fusion yeast: -3%

Results for CC[C@@](C)(NS(=O)(=O)OCC(Cl)(Cl)Cl)c1ccccc1 ?
PTAP TSG101 blk: -6%; ELG1 DNA repair: -18%; Eya2 inh: 15%; TCR activator: 4%; uPA surface inh: -6%; USP2a inh: 0%; Chronic BCR inh: -8%; Tb PFK inh: -4%; TSHR antag: 2; B2AR arrestin: 0.0%; Mito fusion yeast: 0%

How did O=C(Nc1ccc2c(c1)OCCO2)C1CCCC1 do in these assays?
PTAP TSG101 blk: 0%; ELG1 DNA repair: inconclusive; Eya2 inh: 0%; TCR activator: 10%; uPA surface inh: -4%; USP2a inh: -1%; Chronic BCR inh: -2%; Tb PFK inh: -2%; TSHR antag: 5; B2AR arrestin: -0.1%; Mito fusion yeast: 4%

Results for CCCCCCCCCC(=O)N[C@@H]1c2cc(OC)c(OC)cc2C[C@H]1O ?
PTAP TSG101 blk: 1%; ELG1 DNA repair: inconclusive; Eya2 inh: 0%; TCR activator: 2%[46.1 µM]; uPA surface inh: 11%; USP2a inh: -5%; Chronic BCR inh: inconclusive; Tb PFK inh: -1%; TSHR antag: -10; B2AR arrestin: 9.6%

Results for CN(Cc1ccccc1)C(=O)COC(=O)Cn1cnc2ccccc21 ?
PTAP TSG101 blk: 0%; ELG1 DNA repair: -8%; Eya2 inh: -2%; TCR activator: -1%; uPA surface inh: 2%; USP2a inh: -2%; Chronic BCR inh: 0%; Tb PFK inh: -2%; TSHR antag: 26; B2AR arrestin: 0.3%; Mito fusion yeast: -2%

Screens (PubChem BioAssay)
